Assay outcomes as filed in PubChem.
MC4R barr agon – human MC4R agonism via beta-arrestin; P32245; activation, % at 8.9 µM; U2OS MC4R beta-arrestin complementation, luminescence; percent of melanotan II response, DMSO zero; 360,000 compounds, 0.98% hits;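 active = activation above a per-plate cutoff, the mean activation of sample wells on that plate plus 3 SD, cut at about 8% in these data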
ABHD5 PLIN5 PPI – ABHD5-PLIN5 protein interaction inhibition. Q00G26+Q8WTS1. Split G. princeps luciferase complementation, luminescence, 4 h. inhibition, % at 4 µM. 360,000 compounds, 0.78% hits. AID 602281;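 active = inhibition above the mean inhibition across every tested compound plus 3 SD, cut at about 22% in these data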;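 note: 0% = DMSO only wells and the 100% control is not disclosed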
N-glyco inh – blocks N-linked glycosylation in D54 reporter cells; reporter increase, % at 12.5 µM; D54 ERlucT glycosylation luciferase reporter, 24 h; percent of 100 nM tunicamycin response; 360,000 compounds, 0.23% hits; AID 588692;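 active = mean luciferase reporter signal, scaled so untreated is 0 and the glycosylation-blocking control 100, at or above a set limit in every replicate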;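 note: luciferase carries N-glycosylation sites so blocking glycosylation raises the light; 0% = median of neutral control wells and 100% = median of 100 nM tunicamycin wells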
NOD2 RIPK2 PPI – NOD2-RIPK2 protein interaction inhibition | O43353 | CHO BLA complementation NOD2-RIPK2, CCF4 ratio | inhibition, % at 4.98 µM | 360,000 compounds, 0.38% hits | AID 624267; in the data active = inhibition above about 21%;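 note: 0% = vehicle only and 100% = reference blocker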
SRC2 inh – human SRC2 (NCOA2) inhibition. 370,000 compounds, 0.17% hits. HEK293 GAL4-SRC2 luciferase reporter, luminescence. inhibition, % at 9 µM. Q15596. AID 651957;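 active = inhibition above the mean inhibition of all tested compounds plus 3 SD, set per campaign, cut at about 52% in these data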;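 note: 0% = DMSO treated cells and 100% = cells given Gossypol at 36 µM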
ABCB6 inh MLPCN – inhibitors of human ABC transporter ABCB6; Q9NP58; K562-ABCB6 porphyrin accumulation, flow cytometry, 1 h; stronger effect = lower value; fluorescence ratio to DMSO, % at 10 µM; 360,000 compounds, 0.19% hits; AID 602162;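 active = fluorescence ratio to DMSO below 75%, the collection mean minus 3 SD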;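 note: signal is porphyrin accumulated inside mitochondria; 100% equals median channel fluorescence of DMSO control wells; lower ratio means ABCB6 inhibition with less porphyrin fluorescence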
Target sequence (Q9NP58 whole entry, looked up): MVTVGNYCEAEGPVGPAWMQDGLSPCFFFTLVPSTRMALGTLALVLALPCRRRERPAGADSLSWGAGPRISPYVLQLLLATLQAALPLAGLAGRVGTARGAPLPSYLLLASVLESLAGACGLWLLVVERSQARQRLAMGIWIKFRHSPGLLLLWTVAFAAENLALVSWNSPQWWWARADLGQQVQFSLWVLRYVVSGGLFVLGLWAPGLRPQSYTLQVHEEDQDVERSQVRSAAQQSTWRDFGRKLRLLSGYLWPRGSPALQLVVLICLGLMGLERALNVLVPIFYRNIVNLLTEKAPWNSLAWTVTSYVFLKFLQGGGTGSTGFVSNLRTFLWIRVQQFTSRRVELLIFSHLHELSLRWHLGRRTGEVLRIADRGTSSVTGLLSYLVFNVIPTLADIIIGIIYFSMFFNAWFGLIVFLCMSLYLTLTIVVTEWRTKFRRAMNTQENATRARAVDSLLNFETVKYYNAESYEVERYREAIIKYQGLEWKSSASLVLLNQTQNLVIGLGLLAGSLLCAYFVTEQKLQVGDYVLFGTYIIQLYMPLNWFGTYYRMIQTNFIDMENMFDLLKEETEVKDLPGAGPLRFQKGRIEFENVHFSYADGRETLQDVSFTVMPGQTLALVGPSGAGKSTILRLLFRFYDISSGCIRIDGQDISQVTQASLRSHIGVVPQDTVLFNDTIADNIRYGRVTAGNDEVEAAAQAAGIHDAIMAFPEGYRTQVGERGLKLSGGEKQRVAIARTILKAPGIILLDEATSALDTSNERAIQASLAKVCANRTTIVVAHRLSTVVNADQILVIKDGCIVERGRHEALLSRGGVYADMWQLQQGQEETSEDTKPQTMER
TLR9-MyD88 inh – TLR9-MyD88 interaction inhibition; inhibition, % at 4.98 µM; AID 504734; CHO BLA complementation TLR9-MyD88, CCF4 FRET ratio; Q9NR96+Q99836; 340,000 compounds, 0.21% hits;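 active = inhibition above the mean over all tested compounds plus 3 SD, cut at about 21% in these data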;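 note: 0% = DMSO only wells and 100% = clavulanate BLA inhibitor control wells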
Cardio protect – modulators protecting cardiomyocytes from myocardial damage; AID 588492; H9c2 cardiomyocytes, H2O2 injury protection, ATPLite, 2 h; 360,000 compounds, 0.63% hits; protection from H2O2 cell death, % at 20 µM;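 active = compounds giving at least 50% protection of heart cells from peroxide-induced death in the single-dose screen, raw or plate-pattern-corrected value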;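 note: 0% = DMSO wells with peroxide and 100% = DMSO wells without peroxide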
HTR2A ag – activates the mouse 5-HT2A serotonin receptor. P35363. CHO-K1 mHTR2A beta-arrestin complementation, luminescence; percent of 30 µM serotonin response. activation, % at 7.6 µM. 360,000 compounds, 0.66% hits. AID 624169;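 active = activation above a run cutoff, the mean activation of all tested compounds plus 3 SD, cut at about 14% in these data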;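 note: 0% = plate median of compound wells and 100% = 30 µM serotonin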
MC4R antagonist – antagonists of human melanocortin 4 receptor (MC4R). 360,000 compounds, 0.48% hits. inhibition, % at 6.5 µM. P32245. AID 540295. MC4R-expressing cells, MTII-stimulated cAMP, LANCE TR-FRET;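 active = inhibition above its plate's cutoff, the mean of tested wells on that plate plus 3 SD, cut at about 29% in these data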;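 note: 0% = Melanotan II alone and 100% = Melanotan II plus saturating MCL0020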
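system = U2OS cells with stable human MC4R expression | also added = Melanotan II challenge after compound preincubation | dosing = one concentration, 6.5 µM nominal | incubation = compound 30 min, challenge 1 h, detection 1 h | measured by = TR-FRET with Eu-cAMP and labeled anti-cAMP, 671 nm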
The depositor's hits bear a star.

How did CCCc1cc(C(=O)Nc2cc(Cl)ccc2O)no1 do in these assays?
MC4R barr agon: 4.1; ABHD5 PLIN5 PPI: -8.3; N-glyco inh: -2.9; NOD2 RIPK2 PPI: 7.2; SRC2 inh: -42.9; ABCB6 inh MLPCN: 111.0; TLR9-MyD88 inh: -13.1; Cardio protect: -5.7; HTR2A ag: -0.5; MC4R antagonist: 17.3

How did CCN(CC)S(=O)(=O)c1ccc(NC(=O)CSc2nc3nc(C)cc(C)c3c(=O)[nH]2)cc1 do in these assays?
MC4R barr agon: -0.1; ABHD5 PLIN5 PPI: 2.4; N-glyco inh: 1.1; NOD2 RIPK2 PPI: 3.5; SRC2 inh: -4.5; ABCB6 inh MLPCN: 97.0; TLR9-MyD88 inh: -3.9; Cardio protect: -9.7; HTR2A ag: -6.0; MC4R antagonist: -2.6

What do the screens show for `COc1ccnc(Oc2ccc(F)cc2)c1-c1ncn[nH]1`?
MC4R barr agon: -2.0; ABHD5 PLIN5 PPI: -2.2; N-glyco inh: -0.6; NOD2 RIPK2 PPI: -4.0; SRC2 inh: 1.6; ABCB6 inh MLPCN: 99.0; TLR9-MyD88 inh: -11.8; Cardio protect: 1.2; HTR2A ag: 0.0; MC4R antagonist: 8.0

What do the screens show for `CCCC[n+]1c(C)sc2cc(OC)ccc21`?
MC4R barr agon: -2.8; ABHD5 PLIN5 PPI: 0.7; N-glyco inh: -0.2; NOD2 RIPK2 PPI: -3.6; SRC2 inh: 10.4; ABCB6 inh MLPCN: 99.0; TLR9-MyD88 inh: -1.3; Cardio protect: -10.7; HTR2A ag: 6.9; MC4R antagonist: -0.6

How did CCOc1ccc(S(=O)(=O)N(C)CC(=O)NCc2ccccn2)cc1Cl do in these assays?
MC4R barr agon: -2.4; ABHD5 PLIN5 PPI: 2.9; N-glyco inh: -1.5; NOD2 RIPK2 PPI: -0.7; SRC2 inh: -20.5; ABCB6 inh MLPCN: 93.0; TLR9-MyD88 inh: -0.5; Cardio protect: 5.9; HTR2A ag: -1.6; MC4R antagonist: -0.1

Results for COc1ccc(NC(=O)C2CCN(C(=O)[C@@H]3Cc4ccccc4CN3)CC2)cc1 ?
MC4R barr agon: -0.2; ABHD5 PLIN5 PPI: -5.3; N-glyco inh: 0.0; NOD2 RIPK2 PPI: -1.5; SRC2 inh: -16.8; ABCB6 inh MLPCN: 100.0; TLR9-MyD88 inh: 3.6; Cardio protect: -3.1; HTR2A ag: -2.0; MC4R antagonist: 5.6

What do the screens show for `COc1ccc(CCNC(=O)C2CCN(S(=O)(=O)N3CCCCC3)CC2)cc1OC`?
MC4R barr agon: -2.9; ABHD5 PLIN5 PPI: 1.7; N-glyco inh: 0.7; NOD2 RIPK2 PPI: -0.1; SRC2 inh: 13.1; ABCB6 inh MLPCN: 101.0; TLR9-MyD88 inh: 0.3; Cardio protect: -1.5; HTR2A ag: 4.8; MC4R antagonist: 5.3

Results for O=c1ccc(S(=O)(=O)N2CCCC2)cn1Cc1ccc(F)cc1 ?
MC4R barr agon: -0.4; ABHD5 PLIN5 PPI: -0.8; N-glyco inh: 1.8; NOD2 RIPK2 PPI: -5.8; SRC2 inh: 14.4; ABCB6 inh MLPCN: 94.0; TLR9-MyD88 inh: -3.1; Cardio protect: -1.7; HTR2A ag: 12.5; MC4R antagonist: 4.9

How did Cc1cc(=O)n2c3ccccc3n(CC(O)CN3CCOCC3)c2c1C#N (configuration not stated) do in these assays?
MC4R barr agon: -1.1; ABHD5 PLIN5 PPI: -5.0; N-glyco inh: 2.2; NOD2 RIPK2 PPI: -4.7; SRC2 inh: 3.2; ABCB6 inh MLPCN: 91.0; TLR9-MyD88 inh: -1.8; Cardio protect: 2.8; HTR2A ag: -1.3; MC4R antagonist: -4.4

Results for Cc1ncc[nH]1 ?
MC4R barr agon: 0.8; ABHD5 PLIN5 PPI: -1.4; N-glyco inh: 0.0; NOD2 RIPK2 PPI: -17.2; SRC2 inh: 5.2; ABCB6 inh MLPCN: 97.0; TLR9-MyD88 inh: -6.5; Cardio protect: 2.3; HTR2A ag: 1.1; MC4R antagonist: 5.5

Results for CC(Oc1ccc2c(c1)oc(=O)c1ccccc12)C(=O)NC(Cc1c[nH]c2ccc(O)cc12)C(=O)O (configuration not stated) ?
MC4R barr agon: -2.5; ABHD5 PLIN5 PPI: -0.5; N-glyco inh: 0.9; NOD2 RIPK2 PPI: -10.0; SRC2 inh: 1.0; ABCB6 inh MLPCN: 101.0; TLR9-MyD88 inh: 2.4; Cardio protect: -2.6; HTR2A ag: 0.4; MC4R antagonist: -4.0

How did Cc1ccn2c(NC3CCCC3)c(-c3cccs3)nc2c1 do in these assays?
MC4R barr agon: -3.3; ABHD5 PLIN5 PPI: -0.4; N-glyco inh: 2.3; NOD2 RIPK2 PPI: -3.3; SRC2 inh: 5.5; ABCB6 inh MLPCN: 105.0; TLR9-MyD88 inh: 9.8; Cardio protect: 1.2; HTR2A ag: -1.1; MC4R antagonist: 11.2

How did CCN(CC(=O)Nc1ccccc1C(F)(F)F)C(=O)CCOc1ccccc1C do in these assays?
MC4R barr agon: -0.2; ABHD5 PLIN5 PPI: 1.0; N-glyco inh: 0.3; NOD2 RIPK2 PPI: 2.2; SRC2 inh: 18.7; ABCB6 inh MLPCN: 99.0; TLR9-MyD88 inh: -3.3; Cardio protect: 4.3; HTR2A ag: -2.4; MC4R antagonist: 7.4

How did CC1(C)Cc2nc3n[nH]c(N)c3cc2CO1 do in these assays?
MC4R barr agon: 2.9; ABHD5 PLIN5 PPI: 1.3; N-glyco inh: 2.1; NOD2 RIPK2 PPI: 6.9; SRC2 inh: -23.9; ABCB6 inh MLPCN: 101.0; TLR9-MyD88 inh: -11.1; Cardio protect: 3.1; HTR2A ag: 6.8; MC4R antagonist: 11.1

Results for CCc1cc(=O)oc2cc(C)cc(OCC(=O)N3CCC(C(=O)NC(C)C)(c4ccccc4)CC3)c12 ?
MC4R barr agon: -1.7; ABHD5 PLIN5 PPI: -3.9; N-glyco inh: 0.4; NOD2 RIPK2 PPI: 4.4; SRC2 inh: -15.2; ABCB6 inh MLPCN: 105.0; TLR9-MyD88 inh: 2.8; Cardio protect: 15.6; HTR2A ag: 5.7; MC4R antagonist: 6.9

What do the screens show for `O=C(O)c1ccccc1NC(=O)c1ccccc1Nc1ccccc1`?
MC4R barr agon: -1.4; ABHD5 PLIN5 PPI: 5.3; N-glyco inh: -4.1; NOD2 RIPK2 PPI: -4.0; SRC2 inh: -18.4; ABCB6 inh MLPCN: 200.0; TLR9-MyD88 inh: 9.1; Cardio protect: -4.6; HTR2A ag: -1.1; MC4R antagonist: 8.6

Results for O=C(Cn1c(=O)c2cccn2c2ccc(F)cc21)NCCCN1CCN(c2ccccc2F)CC1 ?
MC4R barr agon: 1.2; ABHD5 PLIN5 PPI: 8.3; N-glyco inh: -0.1; NOD2 RIPK2 PPI: -3.1; SRC2 inh: -2.4; ABCB6 inh MLPCN: 98.0; TLR9-MyD88 inh: 0.6; Cardio protect: 2.2; HTR2A ag: 0.3; MC4R antagonist: -2.3

Results for COc1ccc(CCC(C)Nc2ccc(F)c(F)c2)cc1 (configuration not stated) ?
MC4R barr agon: 0.1; ABHD5 PLIN5 PPI: -4.9; N-glyco inh: -0.7; NOD2 RIPK2 PPI: 1.4; SRC2 inh: -12.4; ABCB6 inh MLPCN: 99.0; TLR9-MyD88 inh: -0.9; Cardio protect: -4.5; HTR2A ag: -2.1; MC4R antagonist: 0.9

How did O=C(CSc1nnnn1-c1ccc(O)cc1)NC1CCCCC1 do in these assays?
MC4R barr agon: -0.2; ABHD5 PLIN5 PPI: -0.2; N-glyco inh: -3.8; NOD2 RIPK2 PPI: 5.0; SRC2 inh: 8.4; ABCB6 inh MLPCN: 96.0; TLR9-MyD88 inh: 4.1; Cardio protect: -0.9; HTR2A ag: -2.6; MC4R antagonist: 6.2

Results for C=CCn1c(NCc2ccc(OC)cc2O)nc2ccccc21 ?
MC4R barr agon: 0.2; ABHD5 PLIN5 PPI: -0.5; N-glyco inh: -0.6; NOD2 RIPK2 PPI: -0.1; SRC2 inh: -55.3; ABCB6 inh MLPCN: 97.0; TLR9-MyD88 inh: -9.7; Cardio protect: -7.4; HTR2A ag: -5.9; MC4R antagonist: -4.2

How did O=C(Nc1ccccc1)c1cc(C2CCCCN2C(=O)OCc2ccccc2)on1 (configuration not stated) do in these assays?
MC4R barr agon: -0.6; ABHD5 PLIN5 PPI: 3.1; N-glyco inh: -5.8; NOD2 RIPK2 PPI: 2.0; SRC2 inh: 19.0; ABCB6 inh MLPCN: 87.0; Cardio protect: 0.8; HTR2A ag: 3.5; MC4R antagonist: 11.6

How did CCOc1ccc(Cc2noc3c2C(=O)CC(C)(C)C3)cc1OCC do in these assays?
MC4R barr agon: 1.7; ABHD5 PLIN5 PPI: -2.7; N-glyco inh: -0.3; NOD2 RIPK2 PPI: -14.4; SRC2 inh: 12.0; ABCB6 inh MLPCN: 104.0; TLR9-MyD88 inh: -6.0; Cardio protect: 2.0; HTR2A ag: 4.9; MC4R antagonist: 13.0

How did N=C(N)SCCc1cccc(CCSC(=N)N)c1 do in these assays?
MC4R barr agon: -0.2; ABHD5 PLIN5 PPI: 4.3; N-glyco inh: -1.2; NOD2 RIPK2 PPI: -14.1; SRC2 inh: -22.8; ABCB6 inh MLPCN: 109.0; TLR9-MyD88 inh: -0.2; Cardio protect: 11.8; HTR2A ag: -6.7; MC4R antagonist: 15.2

What do the screens show for `COc1ccccc1N1CCN(S(=O)(=O)CCNC(=O)CC2CCCCC2)CC1`?
MC4R barr agon: -1.5; ABHD5 PLIN5 PPI: 0.1; N-glyco inh: 0.4; NOD2 RIPK2 PPI: 3.1; SRC2 inh: -15.5; ABCB6 inh MLPCN: 97.0; TLR9-MyD88 inh: -13.4; Cardio protect: -1.5; HTR2A ag: -10.0; MC4R antagonist: 1.2

How did CCOC(=O)Cn1c(=O)oc2cc(S(=O)(=O)NC(C)c3ccccc3)ccc21 (configuration not stated) do in these assays?
MC4R barr agon: -1.4; ABHD5 PLIN5 PPI: -6.1; N-glyco inh: 0.7; NOD2 RIPK2 PPI: -6.8; SRC2 inh: 18.3; ABCB6 inh MLPCN: 94.0; TLR9-MyD88 inh: -0.4; Cardio protect: -0.6; HTR2A ag: 6.5; MC4R antagonist: 8.5

Results for COc1ccc(NC(=O)C(=O)NNC(=O)COc2ccc(OC)cc2)cc1 ?
MC4R barr agon: -1.0; ABHD5 PLIN5 PPI: -2.3; N-glyco inh: -0.7; NOD2 RIPK2 PPI: -4.9; SRC2 inh: -18.9; ABCB6 inh MLPCN: 98.0; TLR9-MyD88 inh: -14.3; Cardio protect: 2.5; HTR2A ag: -1.2; MC4R antagonist: 17.6

These rows are one share of the data; rates above refer to the full screens.
